# BRCT inh green: qHTS Assay for Inhibitors of BRCT-Phosphoprotein Interaction (Green Fluorophore). Breast cancer type 1 susceptibility protein (Homo sapiens), P38398. BRCA1 BRCT-phosphopeptide binding, green fluorescence polarization. Potency, µM (doses to about 76.9 µM), for the others: at the highest dose activity change, negative = inhibition, usual class: inhibitors. 0.05% of 75,000 active. AID 875, 2007;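 further: potency means the concentration at half of the fitted maximal effect; plate controls were peptide without protein for full effect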
#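 Fluorescence polarization: His-tagged BRCT (~35 kDa BRCA1 C-terminus, 250 nM) bound to 100 nM fluorescein-labeled phosphorylated 10-aa BACH1 peptide, pH 7.3 phosphate buffer with DTT and Tween 20. Compounds incubated 12 min at room temperature; inhibition read as lowered polarization.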
# HEK293 cAMP ctrl: qHTS Assay for Agonists of the Thyroid Stimulating Hormone Receptor: Activators of Intracellular cAMP Concentrations in Parental HEK 293; parental HEK293 CNG cAMP sensor, membrane potential fluorescence; Potency, µM (series often up to 57.1 µM), inactives show at the highest dose activation, usual class: activators; 2.5% of 73,000 active; AID 938, 2007; further: potency means the concentration at half of the fitted maximal effect; % of control where 0% means no effect; nearly all actives have a fitted effect of over 55% in size
#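 Parental HEK 293 cells stably expressing a modified CNG channel (no TSHR) report cAMP rise as membrane depolarization. Membrane potential dye with 100 uM RO 20-1724 was loaded for 60 min at room temperature, then compound added for 30 min; fluorescence read at 590 nm.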
# Texas Red fluor: qHTS Assay for Spectroscopic Profiling in Texas Red Spectral Region. max dye-equivalent concentration, M. 0.06% of 59,000 active. Compound fluorescence, Texas Red channel, 547/618 nm; hits give high values; in the data active means max dye-equivalent concentration above about 10 nM; inconclusive means between about 1.1 nM and that limit
#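 qHTS profiling of intrinsic compound fluorescence; 100 mM Tris pH 8.0; 15 min RT; ex 547 / em 618 nm; response expressed as Texas Red dye-equivalent concentration from six-point plate standard.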
# Fluorescein autfl: qHTS Assay for Spectroscopic Profiling in Fluorescein Spectral Region. Compound autofluorescence, 480/540 nm, fluorescein-equivalent; hits give high values. max fluorescein-equivalent concentration, M. 0.91% of 59,000 active; in the data active means max fluorescein-equivalent concentration above about 10 nM; inconclusive means between about 1.1 nM and that limit
#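 Normalized response (dye-equivalent concentration) derives from comparing each well's 540 nm emission, under 480 nm excitation, with plate-resident fluorescein standards. Compounds were held in 100 mM Tris, pH 8.0, for 15 min at room temperature.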
# Casp7 inh: qHTS Assay for Allosteric/Competitive Inhibitors of Caspase-7; P55210; recombinant caspase-7, Ac-DEVD-AFC fluorescence rate; Potency, µM (series often up to 57.5 µM), for inactives: top-dose activity change, negative = inhibition, most hits filed as inhibitors; 0.02% of 75,000 active; active means well fitted inhibition curve with a large enough effect in the main read-out, with a control signal flat, not every such curve was filed as active; inconclusive means small, poorly fitted or top-dose-only effect, or a change in a side signal; further: potency means the concentration at half of the fitted maximal effect; % of control where 0% means no effect
# Target sequence (P55210 24-198 limits assumed): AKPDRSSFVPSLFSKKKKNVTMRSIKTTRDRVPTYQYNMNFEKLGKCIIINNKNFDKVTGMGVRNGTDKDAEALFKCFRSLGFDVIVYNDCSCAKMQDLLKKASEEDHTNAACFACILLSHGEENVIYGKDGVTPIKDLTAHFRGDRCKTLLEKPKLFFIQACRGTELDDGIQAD
# Target sequence (P55210 207-303 limits assumed): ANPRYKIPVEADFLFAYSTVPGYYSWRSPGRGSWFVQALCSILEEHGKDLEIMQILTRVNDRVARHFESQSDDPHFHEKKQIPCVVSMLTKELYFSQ
# Caspase-1 inhib: qHTS Assay for Allosteric/Competitive Inhibitors of Caspase-1; P29466; Caspase-1 enzyme, Ac-WEHD-AFC fluorogenic rate; Potency, µM (doses to about 57.5 µM), for inactives: at the highest dose activity change, negative = inhibition, actives largely listed as inhibitors; 0.03% of 75,000 active; AID 900, 2007;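 further: potency means the concentration at half of the fitted maximal effect; plate controls were vehicle for no effect and no substrate for full effect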
# USP2a inh: qHTS Assay for Inhibitors of Ubiquitin-specific Protease USP2a; Potency, µM (titrated, usually from 38.3 µM), inactives show at the highest dose activity change, negative = inhibition, actives largely listed as inhibitors; AID 927, 2007; 0.1% of 60,000 active; Ubiquitin carboxyl-terminal hydrolase 2 (Homo sapiens), O75604; USP2a enzymatic assay, qHTS inhibition;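 further: potency means the concentration at half of the fitted maximal effect; nearly all actives have a fitted effect of over 60% in size; plate controls were DMSO for no effect and NEM full inhibition control for full effect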
# Target sequence (O75604 whole entry, looked up): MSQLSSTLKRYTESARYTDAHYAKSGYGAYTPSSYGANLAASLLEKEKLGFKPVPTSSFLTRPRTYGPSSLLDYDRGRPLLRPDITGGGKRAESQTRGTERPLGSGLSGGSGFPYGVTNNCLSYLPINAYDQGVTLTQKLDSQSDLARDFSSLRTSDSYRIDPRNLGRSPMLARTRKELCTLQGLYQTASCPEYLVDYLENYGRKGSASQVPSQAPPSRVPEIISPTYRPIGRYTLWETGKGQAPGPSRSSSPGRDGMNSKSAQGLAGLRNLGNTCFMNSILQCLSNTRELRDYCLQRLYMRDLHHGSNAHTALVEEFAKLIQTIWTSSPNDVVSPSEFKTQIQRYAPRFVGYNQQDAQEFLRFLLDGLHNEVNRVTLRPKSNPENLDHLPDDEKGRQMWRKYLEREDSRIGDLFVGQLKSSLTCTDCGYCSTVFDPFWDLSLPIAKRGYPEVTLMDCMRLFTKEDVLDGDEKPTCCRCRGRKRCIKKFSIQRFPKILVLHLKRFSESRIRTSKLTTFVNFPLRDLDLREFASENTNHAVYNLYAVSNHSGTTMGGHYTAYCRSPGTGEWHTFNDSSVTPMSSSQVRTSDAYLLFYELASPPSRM
#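 20 nM USP2 core + cpd, 30 min RT; add 20 nM Ub-PLA2/20 uM NBD C6-HPC; read Ex460/Em535 at 0 h and 2.5 h. Normalized to NEM; qHTS curve fit/classification.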
# 4MU fluor: qHTS Assay for Spectroscopic Profiling in 4-MU Spectral Region | compound autofluorescence, 340/450 nm, 4-MU equivalents; hits give high values | max dye-equivalent concentration, M | 11% of 59,000 active; in the data active means max dye-equivalent concentration above about 10 nM; inconclusive means mostly about 1.1 nM to 9.6 nM
#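 Compounds in 100 mM Tris, pH 8.0, incubated 15 min at room temperature, then fluorescence read at 340 nm excitation/450 nm emission. Signal converted to 4-MU dye-equivalent concentration using an on-plate six-point 4-MU standard curve.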
# BRCT inh red: qHTS Assay for Inhibitors of BRCT-Phosphoprotein Interaction (Red Fluorophore) | Breast cancer type 1 susceptibility protein (Homo sapiens), P38398 | BRCT-phosphopeptide binding, red fluorescence polarization | Potency, µM (doses to about 76.9 µM), inactives show at the highest dose activity change, negative = inhibition, hits mostly inhibitors | 0.03% of 75,000 active; further: on the % scale 0 is the no-effect control and ±100 the full control effect
#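 Rhodamine-labelled pBACH1 10-mer (100 nM) bound to BRCT domain (100 nM) at pH 7.3; compounds incubated 12 min room temperature, polarization read. Free peptide defines full inhibition; unlabelled decapeptide titrated as control.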
# A350 fluor: qHTS Assay for Spectroscopic Profiling in A350 Spectral Region; Compound autofluorescence, 340/450 nm, Alexa 350 dye-equivalents; hits give high values; max dye-equivalent concentration, M; 11% of 59,000 active; AID 590, 2007; in the data active means max dye-equivalent concentration above about 10 nM; inconclusive means mostly about 1.1 nM to 9.6 nM
# Rhodamine autofl: qHTS Assay for Spectroscopic Profiling in Rhodamine Spectral Region; Rhodamine-region fluorescence, 547/598 nm, Tris buffer; hits give high values; max dye-equivalent concentration, M; 0.05% of 59,000 active; AID 594, 2007; in the data active means max dye-equivalent concentration above about 11 nM; inconclusive means between about 1.1 nM and that limit
#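 Compound fluorescence in 100 mM Tris, pH 8.0, read after 15 min at room temperature with 547 nm excitation and 598 nm emission. Output is dye-equivalent concentration from an on-plate rhodamine standard series.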
# Starred values were filed as active, the others as inactive; i = inactive; ? = inconclusive; nt = no result given; & = joins results of further samples; [ ] = dose if it differs, or a comment. Unless noted, the call rests on the fitted dose curve; in most records, active means well fitted curve in the direction sought with a large enough effect; inconclusive means small, poorly fitted or top-dose-only effect, or another doubt; inactive means no such curve, though single readings can be large; an effect the other way counts as inactive or inconclusive.
SMILES,BRCT inh green,HEK293 cAMP ctrl,Texas Red fluor,Fluorescein autfl,Casp7 inh,Caspase-1 inhib,USP2a inh,4MU fluor,BRCT inh red,A350 fluor,Rhodamine autofl
COc1cccc(C2C(C(=O)OCc3ccccc3)=C(C)Nc3ncnn32)c1OC (stereo unspecified),-0.3%,?,nt,nt,-4%,-6%,nt,nt,-0.6%,nt,nt
Cc1nn(-c2ccccc2)c2c1C(c1ccccc1)C(C#N)=C(N)O2 (stereo unspecified),-6.8%,-12%,nt,nt,-2%,2%,nt,nt,0.6%,nt,nt
Cc1cc(NS(=O)(=O)c2ccc(NC(=O)CCN3C(=O)c4ccccc4C3=O)cc2)no1,0.8%,1%,i,i,0%,-1%,-5%,i,-0.1%,?,i
CC1=C(C(=O)Nc2ccccc2)C(c2ccco2)C(C#N)=C(SCC(=O)OC(C)C)N1 (stereo unspecified),2.8%,20µM*,nt,nt,-7%,-9%,28%,nt,-0.8%,nt,nt
Cc1ccc(C2/C(=C(/O)c3ccc(OC(C)C)cc3)C(=O)C(=O)N2CCN2CCOCC2)cc1 (stereo unspecified),nt,nt,i,i,nt,nt,nt,i,nt,i,i
CCc1nnc(NC(=O)c2ccc(S(=O)(=O)N3CCCCC3C)cc2)s1 (stereo unspecified),-0.6%,-1%,i,?,2%,-1%,nt,i,-0.3%,i,i
COc1cccc(C2=NOC(C(=O)N3CCc4ccccc4C3)C2)c1 (stereo unspecified),-1.4%,?,nt,nt,-3%,-4%,nt,nt,-0.1%,nt,nt
CCOC(=O)C1CCCN(C(=O)C2CCCN(S(C)(=O)=O)C2)C1 (stereo unspecified),0.1%,-1%,i,i,1%,2%,0%,i,1.6%,?,i
Cc1nn(C(=O)C(C)N2C(=O)c3ccccc3C2=O)c(C)c1Br (stereo unspecified),1.1%,21%,nt,nt,-1%,-3%,6%,nt,-0.9%,nt,nt
Brc1ccc(CSc2nnc(Cc3c[nH]c4ccccc34)o2)cc1,-1.1%,?,i,i,-7%,0%,?,i,-2.6%,i,i

# Profiles as entered above. Screens in order: BRCT inh green, HEK293 cAMP ctrl, Texas Red fluor, Fluorescein autfl, Casp7 inh, Caspase-1 inhib, USP2a inh, 4MU fluor, BRCT inh red, A350 fluor, Rhodamine autofl
# `Cc1ccc(C2/C(=C(/O)c3ccc(OC(C)C)cc3)C(=O)C(=O)N2CCN2CCOCC2)cc1` (stereo unspecified) in the list: nt, nt, i, i, nt, nt, nt, i, nt, i, i
# `Brc1ccc(CSc2nnc(Cc3c[nH]c4ccccc34)o2)cc1` in the list: -1.1%, ?, i, i, -7%, 0%, ?, i, -2.6%, i, i
# `CC1=C(C(=O)Nc2ccccc2)C(c2ccco2)C(C#N)=C(SCC(=O)OC(C)C)N1` (stereo unspecified) in the list: 2.8%, 20µM*, nt, nt, -7%, -9%, 28%, nt, -0.8%, nt, nt
# `COc1cccc(C2C(C(=O)OCc3ccccc3)=C(C)Nc3ncnn32)c1OC` (stereo unspecified) in the list: -0.3%, ?, nt, nt, -4%, -6%, nt, nt, -0.6%, nt, nt

# (more compounds)
SMILES,BRCT inh green,HEK293 cAMP ctrl,Texas Red fluor,Fluorescein autfl,Casp7 inh,Caspase-1 inhib,USP2a inh,4MU fluor,BRCT inh red,A350 fluor,Rhodamine autofl
O=C(Cn1cnc2c(oc3ccccc32)c1=O)NCCc1ccccc1,-0.4%,6%,?,?,0%,1%,-6%,i,-0.9%,i,i
O=C(Nc1c(F)cc(F)cc1Br)c1cc2nc(C(F)F)cc(C(F)F)n2n1,-3.1%,-12%,i,?,0%,-4%,-6%,i,-2.0%,i,i
CCOc1cc(NC(=O)c2ccccn2)c(OCC)cc1NC(=O)CC(C)C,-2.7%,-11%,i,i,2%,-1%,nt,?,1.8%,?,i
CCOC(=O)c1cc2cc(-c3c(C(=O)OCC)oc4cc(O)cc(O)c4c3=O)ccc2o1,-0.4%,-9%,i,i,-6%,-7%,38%[activator],i,-2.1%,i,i
COc1ccc(NC(=O)c2c(OC)cccc2OC)c(OC)c1,1.0%,-5%,i,i,0%,-1%,3%,i,-0.9%,i,i
COCCn1c(=NC(=O)CSC(C)=O)sc2cc(F)ccc21,-2.4%,-6%,i,i,1%,-5%,0%,i,-1.4%,i,i
COC(=O)C1=C(C)N(Cc2ccccc2)[C@]23O[C@](C(=O)OC)(C(=O)N2C1c1ccccc1)C(c1ccccc1)C3C(=O)c1ccccc1 (stereo partly specified),1.3%&-3.2%[15.4 µM],5%&1%[11.4 µM],nt,nt,-2%&-2%[11.5 µM],-3%&-2%[11.5 µM],nt,nt,0.5%&0.0%[15.4 µM],nt,nt
COc1ccccc1Oc1cc(C#N)c(C#N)cc1-n1nnc2ccccc21,-0.4%,?,i,?,-3%,-2%,29%,i,-2.3%,i,i
O=c1cc(N2CCN(c3ccccc3)CC2)[nH]c(=O)n1-c1ccccc1Cl,1.3%,12%[2.29 µM],i,i,0%,2%,-4%,i,0.1%,i,i
CCc1nnc(NC(=O)CSc2nnc(-c3ccoc3C)n2-c2ccccc2)s1,3.8%,17%,i,?,1%,-2%,42%[activator],i,0.6%,i,i
COC(=O)CC[C@@H](C)[C@@H]1CC[C@@H]2[C@@H]3CC[C@H]4C[C@@H](O)CC[C@@]4(C)[C@@H]3CC[C@]21C,2.7%[15.4 µM],2%[11.4 µM],?,i,-2%[11.5 µM],2%[11.5 µM],nt,i,-0.5%[15.4 µM],i,i
Cc1ccnc(N2CCC(C(=O)Nc3ccc4c(c3)OCO4)CC2)n1,-0.1%,3%,i,i,-1%,1%,4%,i,-0.5%,i,i
Cc1cc(-c2ccccc2)nc(N2CCN(c3ccccn3)CC2)n1,-0.6%,?,i,?,-5%,-2%,9%,5.2e-08M*,-2.8%,7.2e-08M*,i
O=C(Cn1nnc(-c2ccc(Cl)cc2)n1)NCCC1=CCCCC1,-0.8%,13%,i,i,0%,-1%,6%,i,-1.9%,i,i
COC(=O)c1ccc(-c2nc3ccccc3o2)cc1,-1.6%,10%,i,i,0%,-2%,-1%,?,-2.4%,?,i
CCOc1ccc(/C(O)=C2/C(=O)C(=O)N(c3cc(C)on3)C2c2ccc(C(=O)OC)cc2)cc1 (stereo unspecified),nt,nt,i,i,nt,nt,nt,i,nt,i,i
COc1cc2c(cc1OC)C(C(=O)Nc1cccc(C)n1)C(c1cccnc1)N(C)C2=O (stereo unspecified),3.3%,10%,i,i,6%,-2%,1%,i,0.1%,i,i
O=C1CSC(=Nc2ccc(O)cc2)N1c1ccc(O)cc1,nt,nt,i,i,nt,nt,nt,i,nt,i,i
Cn1c(SCC(=O)c2ccccc2F)nnc1C1CC1,-1.1%,-2%,?,i,-4%,0%,nt,i,0.3%,i,i
CC1(C)CC(CCNC(=O)c2ccco2)CC(C)(C)N1,0.5%,16%,?,i,2%,3%,-4%,i,0.1%,i,i
Cc1ccc(NC(=O)CCNS(=O)(=O)c2cccc3nonc23)cc1,-2.2%,-5%,i,i,2%,2%,6%,i,-2.5%,i,i
CS(=O)(=O)N(CC(=O)NCCC1=CCCCC1)c1ccc2c(c1)OCO2,-0.8%,?,?,i,-1%,0%,5%,i,-1.2%,?,i
CCCn1c(-c2ccc(F)cc2)nc2c(NCCCCN(CC)CC)nc(C)nc21,-0.4%,?,nt,nt,-14%,1%,nt,nt,-3.0%,nt,nt
COC(=O)c1ccc2c(c1)C(=O)N(C1CCCCC1)C2=O,-0.4%,-5%,?,i,1%,1%,4%,i,0.8%,i,i
O=C(Nc1ccccc1)c1cc([N+](=O)[O-])ccc1Cl,1.4%,-31%&-5%[inhibitor],i,?,-1%,-2%,-3%,i,-2.6%,i,i
CCCC(=O)c1cc(F)c(N2CCN(CCC#N)CC2)cc1C,-0.5%,15%,nt,nt,-1%,-3%,4%,nt,-0.5%,nt,nt
COc1c2ccoc2c(OC)c2oc(=O)ccc12,-0.4%,nt,nt,nt,0%,3%,-6%,nt,-0.5%,nt,nt
O=C(Nc1ccc2c(c1)OCO2)C1CCN(S(=O)(=O)c2cccs2)CC1,-1.1%,-3%,i,i,-5%,-3%,27%,i,0.7%,i,i
O=S(=O)(c1ccccc1)N1CCC2(CCCN(Cc3ccccc3)C2)CC1,-0.3%,16µM*,i,i,0%,-2%,-3%,i,-3.9%,i,i
COc1ccc(C2C(C(=O)OCC(=O)N3CCCCC3)CCC(=O)N2c2ccc(OC)cc2)cc1 (stereo unspecified),0.0%,?,i,i,1%,2%,3%,i,-1.5%,i,i
Cc1ccc(C)c(/C(O)=C2\C(=O)C(=O)N(CCCN(C)C)C2c2cccnc2)c1 (stereo unspecified),-3.6%,1%,i,i,-1%,-2%,-9%,i,-2.2%,i,i
CCOc1ccc2nc(NC(=O)c3ccc(S(=O)(=O)N4CCOCC4)cc3)sc2c1,-1.6%,10%,?,?,0%,-1%,45%[activator],?,0.2%,?,i

# Assay outcomes from PubChem.

# These rows are one share of the data; count on the stated rates, not on these rows.
